Source: PubChem
TAAR1 antagonist: antagonists of human TAAR1 | Q96RJ0 | CHO RD-HGA16 TAAR1, Fluo-8 calcium fluorescence, antagonist | inhibition, % at 3 µM | 360,000 tested, 1.5% active;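 active means inhibition above a per-plate cutoff, the mean inhibition of test compounds on that plate plus 3 SD, cut at about 49% in these data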;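 further: 0% = DMSO plus EC80 beta-PEA response and 100% = DMSO alone without agonist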
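Material: RD-HGA16 CHO cells with stable hTAAR1 and Gα16; Dosing: single nominal final test compound concentration of 3 µM; Schedule: seeding 17-24 h prior, 75-min 37 °C, 30-min RT dye loading; Detection: kinetic Fluo-8 calcium fluorescence measurement; Measure: % inhibition from peak post-agonist over basal fluorescence ratio; Benchmarks: vehicle and agonist controls.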
CHO parental Ca: counter-screen for OX1R antagonists: effect in parental CHO cells; parental CHO-K1, ATP-induced calcium, Fluo-8 fluorescence; inhibition, % at 5.6 µM; 330,000 tested, 0.63% active; AID 463079;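 active means inhibition above that plate's mean sample inhibition plus 3 SD, cut at about 26% in these data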;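 further: 0% = ATP-challenged DMSO wells and 100% = DMSO wells without ATP; some compounds past the cut are filed as inactive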
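Assay system: parental CHO cells; Read-out basis: percent inhibition of ATP-evoked calcium rise, normalized to controls; Benchmarks: ATP and no-ATP DMSO wells; Compound dosing: single nominal dose of 5.6 µM per compound; Signal: Fluo-8 calcium dye fluorescence; Also added: ATP as calcium-mobilizing challenge; Repeats: singlicate.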
GPR7 antag: blocks human GPR7 receptor signaling; P48145; GPR7-expressing cells, fluorescence antagonist assay; inhibition, % at 4.4 µM; 290,000 tested, 1.1% active; AID 1861; in the data active means inhibition above about 16%, passing the limit was not always enough;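 further: cells stimulated with the agonist NPW; 0% = agonist with vehicle and 100% = vehicle without agonist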
CHO-K1 Ca PAM: M1 PAM counterscreen hit in parental CHO-K1 cells. AID 602247. activation, % at 3 µM. 360,000 tested, 0.02% active. ATP EC20, Fluo-8 calcium fluorescence; 0% at ATP EC20, 100% at ATP max;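 active means activation above the run cutoff, the mean activation of all test compounds plus 3 SD, cut at about 40% in these data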;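 further: peak over basal fluorescence ratio in a 140 s read after ATP addition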
V1R ag counter: V1a receptor agonism, counter-screen for OXTR agonists; P37288; CHO-V1R cells, Fluo-8 calcium fluorescence, agonist mode; 0% DMSO, 100% 3 nM vasopressin; activation, % at 3 µM; 320,000 tested, 0.25% active; AID 2797;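 active means activation above the mean activation of all tested compounds plus 3 SD, per screening run, cut at about 20% in these data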;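 further: signal is peak over basal fluorescence ratio across a 100 second FLIPR read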
Target sequence (P37288 whole entry, looked up): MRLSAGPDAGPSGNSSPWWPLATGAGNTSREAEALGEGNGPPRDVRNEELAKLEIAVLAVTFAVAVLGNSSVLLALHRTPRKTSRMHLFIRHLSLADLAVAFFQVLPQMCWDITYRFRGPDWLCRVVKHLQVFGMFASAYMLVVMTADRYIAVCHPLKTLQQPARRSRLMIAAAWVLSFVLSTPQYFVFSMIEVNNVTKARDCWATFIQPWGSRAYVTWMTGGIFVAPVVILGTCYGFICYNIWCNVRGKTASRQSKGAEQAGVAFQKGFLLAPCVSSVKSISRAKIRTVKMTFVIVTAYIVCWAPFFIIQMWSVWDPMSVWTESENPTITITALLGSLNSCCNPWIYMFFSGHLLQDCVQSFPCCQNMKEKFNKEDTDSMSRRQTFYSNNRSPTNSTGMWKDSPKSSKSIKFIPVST
CHO-K1 Ca antag: M1 antagonist counterscreen hit in parental CHO-K1 cells; ATP-induced calcium, Fluo-8 fluorescence; inhibition, % at 3 µM; 360,000 tested, 0.6% active;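 active means inhibition above a per-plate cutoff, the plate's mean sample inhibition plus 3 SD, cut at about 24% in these data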;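 further: 0% = DMSO plus EC80 ATP and 100% = DMSO alone without ATP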
OXTR ag: human OXTR agonism. P30559. CHO-OTR cells, Fluo-8 calcium fluorescence; normalized: DMSO 0%, oxytocin 100%. activation, % at 3 µM. 320,000 tested, 0.32% active;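 active means activation above the mean of all tested compounds plus 3 SD, cutoff set per screening run, cut at about 20% in these data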;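 further: peak over basal fluorescence ratio from a 100 s FLIPR kinetic read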
Target sequence (P30559 whole entry, looked up): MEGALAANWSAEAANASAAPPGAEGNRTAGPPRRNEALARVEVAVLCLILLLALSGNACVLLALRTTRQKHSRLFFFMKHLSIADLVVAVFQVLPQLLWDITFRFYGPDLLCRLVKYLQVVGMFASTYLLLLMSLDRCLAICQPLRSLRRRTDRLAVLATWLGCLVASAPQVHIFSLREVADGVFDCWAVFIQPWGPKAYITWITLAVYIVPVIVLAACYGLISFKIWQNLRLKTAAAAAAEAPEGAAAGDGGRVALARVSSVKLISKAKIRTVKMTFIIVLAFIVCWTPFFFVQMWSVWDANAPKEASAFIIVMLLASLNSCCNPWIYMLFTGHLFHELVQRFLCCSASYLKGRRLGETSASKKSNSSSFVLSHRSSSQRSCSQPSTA
M1 ag parental: nonselective activator or artifact in parental CHO-K1 cells | Fluo-8 calcium fluorescence; scaled to maximal ATP response, vehicle zero | activation, % at 3 µM | 360,000 tested, 0.48% active | AID 602248; in the data active means activation above about 15%;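 further: untransfected CHO-K1 host cells lacking M1 receptor as counterscreen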
OXTR potentiator: potentiators of human oxytocin receptor; CHO-OTR cells, Fluo-8 calcium fluorescence, potentiator mode; 0% = oxytocin EC15, 100% = EC100; activation, % at 3 µM; 320,000 tested, 0.061% active; P30559;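 active means activation above that plate's cutoff, the mean activation of tested compounds plus 3 SD, cut at about 6.6% in these data, passing the limit was not always enough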;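 further: 100% uses oxytocin at 75 nM as the full agonist control; some results filed as inactive read as strong as hits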
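Material: CHO-OTR cells, human receptor; compound dosing: single dose, 3.0 µM nominal final compound concentration; schedule: 6 min compound pre-incubation at room temperature, 100 s kinetic read; measured by: kinetic Fluo-8 calcium fluorescence; read-out basis: % activation vs EC15 and EC100 oxytocin; controls: EC15 oxytocin alone as 0%, 75 nM oxytocin as 100%; replicates: singlicate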
Active calls of the source: *.

How did CC(=O)c1ccc(N2CCN(C(=O)C3(S(=O)(=O)c4ccc(Cl)cc4)CC3)CC2)cc1 do in these assays?
TAAR1 antagonist: 10; CHO parental Ca: -22; GPR7 antag: 19; CHO-K1 Ca PAM: 4; V1R ag counter: 1.4; CHO-K1 Ca antag: -21; OXTR ag: 1.9; M1 ag parental: 4.7; OXTR potentiator: -9

How did O=C(c1cccc(F)c1)N1CCN(C(=O)c2cc3nc(-c4ccco4)cc(C(F)(F)F)n3n2)CC1 do in these assays?
TAAR1 antagonist: 24; CHO parental Ca: -16; GPR7 antag: 1; CHO-K1 Ca PAM: -13; V1R ag counter: 2.4; CHO-K1 Ca antag: -6; OXTR ag: 0.9; M1 ag parental: 3.2; OXTR potentiator: -3

What do the screens show for `COc1cc(/C=C2\SC(N3CCCCC3)=NC2=O)cc(OC)c1OC`?
TAAR1 antagonist: -10; CHO parental Ca: 3; GPR7 antag: 9; CHO-K1 Ca PAM: -26; V1R ag counter: -0.5; CHO-K1 Ca antag: -13; OXTR ag: -0.5; M1 ag parental: 0.8; OXTR potentiator: -9

What do the screens show for `COc1ccc(C(=O)COC(=O)CCN2C(=O)C3C4CC(C(Br)C4Br)C3C2=O)cc1` (stereo not drawn)?
TAAR1 antagonist: 20; CHO parental Ca: -17; GPR7 antag: 9; CHO-K1 Ca PAM: 9; V1R ag counter: 3.8; CHO-K1 Ca antag: -1; OXTR ag: 5.9; M1 ag parental: 0.8; OXTR potentiator: -19

Results for O=C(O)COc1ccc2oc3ccccc3c2c1 ?
TAAR1 antagonist: -13; CHO parental Ca: -2; GPR7 antag: -9; CHO-K1 Ca PAM: 10; V1R ag counter: 0.6; CHO-K1 Ca antag: 1; OXTR ag: 0.1; M1 ag parental: 0.2; OXTR potentiator: -10

Results for CCOc1nc(NC2CCCCC2)nc(NC(C)(C)C)n1 ?
TAAR1 antagonist: -8; CHO parental Ca: -12; GPR7 antag: -6; CHO-K1 Ca PAM: -3; V1R ag counter: -1.4; CHO-K1 Ca antag: -1; OXTR ag: -2.0; M1 ag parental: -0.6; OXTR potentiator: -2

What do the screens show for `CC1CCCCN1C(=O)CNCc1ccc(F)cc1` (stereo not drawn)?
TAAR1 antagonist: -3; CHO parental Ca: -12; GPR7 antag: 0; CHO-K1 Ca PAM: 11; V1R ag counter: 3.3; CHO-K1 Ca antag: -5; OXTR ag: 0.8; M1 ag parental: 0.4; OXTR potentiator: -13

Results for O=C(NNC(=O)C1CCN(c2ncccn2)CC1)c1ccccc1 ?
TAAR1 antagonist: 18; CHO parental Ca: 4; GPR7 antag: 5; CHO-K1 Ca PAM: 11; V1R ag counter: 6.8; CHO-K1 Ca antag: -16; OXTR ag: 0.7; M1 ag parental: 0.7; OXTR potentiator: 6

Results for Nc1cc(C(=O)N2CCCC2)cc(C(=O)N2CCCC2)c1 ?
TAAR1 antagonist: -6; CHO parental Ca: 6; GPR7 antag: -9; CHO-K1 Ca PAM: 6; V1R ag counter: -0.2; CHO-K1 Ca antag: 2; OXTR ag: 0.1; M1 ag parental: 0.4; OXTR potentiator: -1

What do the screens show for `CC(C)N1CCC(N2CCN(Cc3ccc4nsnc4c3)CC2CCO)CC1` (stereo not drawn)?
TAAR1 antagonist: 15; CHO parental Ca: -12; GPR7 antag: 3; CHO-K1 Ca PAM: 24; V1R ag counter: 1.1; CHO-K1 Ca antag: -22; OXTR ag: 0.4; M1 ag parental: 0.7; OXTR potentiator: -1

How did COc1cccc(-c2cc(NC=O)c3ncc(-c4cc(OC)c(OC)c(OC)c4)n3c2)c1 do in these assays?
TAAR1 antagonist: 4; CHO-K1 Ca PAM: 14; CHO-K1 Ca antag: 2; M1 ag parental: 10

Results for COc1cccc(C(=O)OCc2ccccc2C#N)c1O ?
TAAR1 antagonist: 5; CHO parental Ca: -5; GPR7 antag: 7; CHO-K1 Ca PAM: 14; V1R ag counter: -0.7; CHO-K1 Ca antag: -8; OXTR ag: -2.4; M1 ag parental: 0.6; OXTR potentiator: -8

For reference, 2 of the compounds above.
How did CC(=O)c1ccc(N2CCN(C(=O)C3(S(=O)(=O)c4ccc(Cl)cc4)CC3)CC2)cc1 do in these assays?
TAAR1 antagonist: 10; CHO parental Ca: -22; GPR7 antag: 19; CHO-K1 Ca PAM: 4; V1R ag counter: 1.4; CHO-K1 Ca antag: -21; OXTR ag: 1.9; M1 ag parental: 4.7; OXTR potentiator: -9

How did O=C(c1cccc(F)c1)N1CCN(C(=O)c2cc3nc(-c4ccco4)cc(C(F)(F)F)n3n2)CC1 do in these assays?
TAAR1 antagonist: 24; CHO parental Ca: -16; GPR7 antag: 1; CHO-K1 Ca PAM: -13; V1R ag counter: 2.4; CHO-K1 Ca antag: -6; OXTR ag: 0.9; M1 ag parental: 3.2; OXTR potentiator: -3

(further entries)
How did CC(C)C(NC(=O)C1CC(=O)N(Cc2ccccc2)C1)c1nc2ccccc2[nH]1 (stereo not drawn) do in these assays?
TAAR1 antagonist: 9; CHO parental Ca: -5; CHO-K1 Ca PAM: 3; V1R ag counter: -0.8; CHO-K1 Ca antag: -9; OXTR ag: -0.6; M1 ag parental: 0.0; OXTR potentiator: 2

What do the screens show for `CC1(c2ccc3ccccc3c2)NC(=O)N(CC(=O)N2CCN(Cc3ccccc3)CC2)C1=O` (stereo not drawn)?
CHO parental Ca: 4; CHO-K1 Ca PAM: -4; V1R ag counter: 10; CHO-K1 Ca antag: -1; OXTR ag: 17; M1 ag parental: 5.9; OXTR potentiator: -12

What do the screens show for `CCC(C)NC(=O)c1ccc(-n2c(=S)[nH]c3ccccc3c2=O)cc1` (stereo not drawn)?
TAAR1 antagonist: 20; CHO parental Ca: -10; GPR7 antag: -2; CHO-K1 Ca PAM: 1; V1R ag counter: 0.7; CHO-K1 Ca antag: -13; OXTR ag: 1.2; M1 ag parental: 0.4; OXTR potentiator: -5

What do the screens show for `O=C(NCc1nnc(SCC(=O)N2CCN(c3ccccc3)CC2)o1)c1ccccc1`?
TAAR1 antagonist: 1; CHO parental Ca: -15; GPR7 antag: 5; CHO-K1 Ca PAM: 13; V1R ag counter: 2.2; CHO-K1 Ca antag: 2; OXTR ag: 0.7; M1 ag parental: 4.8; OXTR potentiator: -6

How did COCCNS(=O)(=O)c1cc(OC)c(C)cc1C do in these assays?
TAAR1 antagonist: -16; CHO parental Ca: 4; GPR7 antag: -1; CHO-K1 Ca PAM: 7; V1R ag counter: 0.5; CHO-K1 Ca antag: -8; OXTR ag: -0.3; M1 ag parental: 0.3; OXTR potentiator: 1

Results for C=CCN1C=C2C(=O)C(C)(OC(=O)C3CCCC3)C(=O)C(c3ccccc3)=C2C=C1CCCC(=O)OC (stereo not drawn) ?
TAAR1 antagonist: -12; CHO parental Ca: -15; CHO-K1 Ca PAM: -2; V1R ag counter: 0.4; CHO-K1 Ca antag: -10; OXTR ag: 0.0; M1 ag parental: -0.2; OXTR potentiator: -6

What do the screens show for `Clc1ccc(CNc2ccccc2NCc2ccc(Cl)nc2)cn1`?
TAAR1 antagonist: -26; CHO parental Ca: 0; GPR7 antag: 4; CHO-K1 Ca PAM: 10; V1R ag counter: 0.7; CHO-K1 Ca antag: -15; OXTR ag: 1.2; M1 ag parental: 0.4; OXTR potentiator: -8

Results for COc1cccc(/C=C2\SC(N)=NC2=O)c1OS(=O)(=O)c1ccccc1 ?
TAAR1 antagonist: 1; CHO parental Ca: -4; GPR7 antag: -2; CHO-K1 Ca PAM: -4; V1R ag counter: 0.1; CHO-K1 Ca antag: 3; OXTR ag: 0.2; M1 ag parental: -0.2; OXTR potentiator: -4

Results for COc1ccc(Cl)cc1NC(=O)CSc1nnc(-c2ccco2)o1 ?
TAAR1 antagonist: -3; CHO parental Ca: -16; GPR7 antag: -3; CHO-K1 Ca PAM: -11; V1R ag counter: 3.8; CHO-K1 Ca antag: 1; OXTR ag: 3.8; M1 ag parental: 1.4; OXTR potentiator: -6

How did CC12CCC(C(=NO)C1=NO)C2(C)C (stereo not drawn) do in these assays?
TAAR1 antagonist: 14; CHO-K1 Ca PAM: 11; CHO-K1 Ca antag: -4; M1 ag parental: 0.5

Results for COc1ccccc1C/C(N)=N/OC(=O)COc1cccc(C)c1C ?
TAAR1 antagonist: -9; CHO parental Ca: -16; GPR7 antag: 20; CHO-K1 Ca PAM: 11; V1R ag counter: -0.9; CHO-K1 Ca antag: -18; OXTR ag: 0.2; M1 ag parental: 1.2; OXTR potentiator: -13

Results for CN(C)C(=O)c1ccc(NC(=O)CSc2nc3ccccc3[nH]2)cc1 ?
TAAR1 antagonist: 11; CHO parental Ca: -1; GPR7 antag: -5; CHO-K1 Ca PAM: 18; V1R ag counter: 1.4; CHO-K1 Ca antag: -9; OXTR ag: 1.5; M1 ag parental: 2.3; OXTR potentiator: -4

What do the screens show for `CCO[C@H]1OC(C(=O)N2CCN(C)CC2)=C[C@@H](c2csc3ccccc23)[C@@H]1CCCO`?
TAAR1 antagonist: 8; CHO parental Ca: -1; GPR7 antag: -10; CHO-K1 Ca PAM: 3; V1R ag counter: 0.4; CHO-K1 Ca antag: 0; OXTR ag: -0.9; M1 ag parental: 0.9; OXTR potentiator: -19

What do the screens show for `Cc1ccc(-n2c(=O)cc(NCc3cccnc3)[nH]c2=O)cc1`?
TAAR1 antagonist: -8; CHO parental Ca: -6; GPR7 antag: -4; CHO-K1 Ca PAM: 4; V1R ag counter: -0.4; CHO-K1 Ca antag: -19; OXTR ag: 0.2; M1 ag parental: 0.5; OXTR potentiator: -10

Results for CC(=Nc1ccccc1)C1=C(O)C(Cc2cccc(F)c2)NC1=O (stereo not drawn) ?
TAAR1 antagonist: 5; CHO-K1 Ca PAM: 8; CHO-K1 Ca antag: 1; M1 ag parental: 0.1

How did CCOc1ccc(S(=O)(=O)N(CC)CC(=O)NCc2cccnc2)cc1C do in these assays?
TAAR1 antagonist: 2; CHO parental Ca: -9; GPR7 antag: -10; CHO-K1 Ca PAM: 17; V1R ag counter: 2.0; CHO-K1 Ca antag: -23; OXTR ag: 0.6; M1 ag parental: 1.3; OXTR potentiator: 1

Results for Cc1c(Br)c([N+](=O)[O-])nn1C(C)C(=O)N1CCc2ccccc2C1 (stereo not drawn) ?
TAAR1 antagonist: 4; CHO parental Ca: -13; GPR7 antag: 8; CHO-K1 Ca PAM: 7; V1R ag counter: 1.8; CHO-K1 Ca antag: -6; OXTR ag: -0.7; M1 ag parental: 3.4; OXTR potentiator: -4
